Screening data from PubChem.
N370S GC mod – inhibitors or activators of N370S glucocerebrosidase for Gaucher disease. N370S GC spleen homogenate, 4MU-glucoside fluorescence. Potency, µM (highest dose often 59.4 µM), for inactives: at the highest dose activity change, negative = inhibition, hits mostly inhibitors. actives 0.092% (n = 330,000). P04062;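 note: 0% = full enzyme activity and -100% = no enzyme basal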
FEN1 inh – inhibitors of human flap endonuclease 1; P39748; Potency, µM (top dose mostly 114 µM), inactives show at the highest dose activity change, negative = inhibition, usual class: inhibitors; actives 0.35% (n = 390,000); Recombinant FEN1 flap cleavage, fluorescence, 15 min; note: nearly all actives have a fitted effect of over 65% in size
Target sequence (P39748 whole entry, looked up): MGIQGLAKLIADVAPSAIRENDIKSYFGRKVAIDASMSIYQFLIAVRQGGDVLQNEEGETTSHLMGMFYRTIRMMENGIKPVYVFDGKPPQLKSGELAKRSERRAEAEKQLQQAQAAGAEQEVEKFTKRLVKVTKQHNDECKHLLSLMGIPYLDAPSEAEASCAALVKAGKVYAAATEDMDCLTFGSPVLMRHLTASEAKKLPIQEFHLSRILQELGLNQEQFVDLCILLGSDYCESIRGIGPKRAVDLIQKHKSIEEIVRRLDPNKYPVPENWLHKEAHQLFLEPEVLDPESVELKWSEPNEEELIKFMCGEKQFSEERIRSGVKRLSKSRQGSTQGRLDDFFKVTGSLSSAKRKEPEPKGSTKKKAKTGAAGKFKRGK
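With each library titrated from low to high concentration, compounds met 10 nM FEN1 for 15 min at room temperature before 50 nM substrate was added; readings at 0 and 15 min fed four-parameter Hill curve fits.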
DT40 TDP1 CPT – growth inhibition of DT40 Tdp1-/-;hTDP1 cells with camptothecin (screen for TDP1 inhibitors) | chicken DT40 Tdp1-/-;hTDP1 cells + 20 nM CPT, ATP luminescence, 48 h | Potency, µM (series often up to 46.2 µM), for the others: at the top dose activity change, negative = growth inhibition, actives largely listed as inhibitors | actives 12% (n = 420,000) | AID 686979; note: nearly all actives have a fitted effect of over 55% in size
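Chicken DT40 Tdp1-/- cells stably complemented with human TDP1 were seeded at 400 cells/well in medium containing 20 nM camptothecin, exposed to pin-transferred compounds, and grown at 37 °C for at least 48 hr. Viability was read as ATP luminescence.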
An asterisk follows results filed as active; ? = inconclusive; . = no result given; [ ] = another dose, or the depositor's remark. Calls come from the whole dose curve; as a rule, active = well fitted curve in the direction sought with a large enough effect; inconclusive = small, poorly fitted or top-dose-only effect, or another doubt; inactive = no such curve, though single readings can be large; an effect the other way counts as inactive or inconclusive. Unless noted, % is set by controls: 0 for no effect and ±100 for the full control effect; potency is the fitted concentration of half-maximal effect.

Start of the data: the first 3 records, ahead of the listing:
SMILES	N370S GC mod	FEN1 inh	DT40 TDP1 CPT
Oc1ccc(Br)cc1C=Nc1cccn2cc(-c3ccccc3)nc12	4.5µM*	11%	-6%
Clc1ccc(Cn2cc(Br)cn2)cc1Cl	9%	-1%	-18%
Cc1c(-c2ccccc2)n(-c2ccc(Cl)cc2)c2nc3c(c(=O)n(C)c(=O)n3C)n12	.	10%	2%

Main list, from the first entry:
SMILES	N370S GC mod	FEN1 inh	DT40 TDP1 CPT
Oc1ccc(Br)cc1C=Nc1cccn2cc(-c3ccccc3)nc12	4.5µM*	11%	-6%
Clc1ccc(Cn2cc(Br)cn2)cc1Cl	9%	-1%	-18%
Cc1c(-c2ccccc2)n(-c2ccc(Cl)cc2)c2nc3c(c(=O)n(C)c(=O)n3C)n12	.	10%	2%
O=C(COC(=O)CNC(=O)c1cc(Cl)cc([N+](=O)[O-])c1)NC(=O)NCc1ccco1	.	-5%	-2%
CN1CCN(C(=O)CSc2nc(-c3cccs3)cc(-c3cccs3)c2C#N)CC1	?	-11%	?
O=C1CC2(CCCC2)CC(=O)N1CCCCNC[C@H]1COc2ccccc2O1	-9%	.	?
Cc1ccnn1CCC(=O)N1CCCC(N2CCN(c3cccc(Cl)c3)CC2)C1 (stereo unspecified)	-6%	-1%	?
Fc1ccc(C2=CC(c3cccs3)n3nnnc3N2)cc1 (stereo unspecified)	4%	-14%	-1%
COc1ccc(CN(CC(=O)NCC2CCCO2)C(=O)CCC(=O)Nc2cc(C)ccn2)cc1 (stereo unspecified)	3%	8%	7%
N/C(=N\OC(=O)CCCc1ccccc1)c1ccc([N+](=O)[O-])cc1	6%	-5%	-16%
COC(=O)[C@H](Cc1ccccc1)NC(=O)[C@@H](N)CC(=O)OCc1ccccc1	.	-1%	-19%
Cc1cc(C)cc(C(=O)NCC(c2ccc(N(C)C)cc2)N2CCCC2)c1 (stereo unspecified)	.	-4%	15µM*
COc1ccccc1NC(=O)N1CCC(NC(=O)C2CCCCC2)CC1	3%	9%	-4%
CCCC(=O)Nc1ccccc1NC(=O)CN(C)S(=O)(=O)c1ccccc1	2%	15%	-3%
Cc1cc(O)c(/C=N/Nc2ccc(F)cc2)c(=O)o1	-6%	-14%	-14%
CCN1CCCC1CNC(=O)c1ccc(CS(=O)(=O)c2ccccc2C)o1 (stereo unspecified)	-4%	2%	-16%
O=c1c(-c2ccc(Br)cc2)coc2c(CN3CCOCC3)c(O)ccc12	-18%	4%	-1%
Cc1ccc(/C=N/n2c(C)cc(C)c(C#N)c2=O)o1	-23%	-2%	4%
Cc1cccc(-n2c(SCC(=O)Nc3nnc(C)s3)nnc2-c2ccoc2C)c1	4%[2.35 µM]	-8%	-8%
CCOC(=O)c1c(NC(=O)CSc2nnc(-c3ccccc3)n2CC)sc(C(C)=O)c1C	?	?	?
CCN(CC(=O)NCc1ccc(F)cc1)C(=O)c1ccc(C(=O)c2ccccc2)cc1	-21%	0%	-8%
Cc1c(Cl)cccc1NC(=S)NC1CCCC1	-4%	6%	-1%
O=C1CCCN1c1ccc(S(=O)(=O)Nc2cccnc2)cc1	2%	-1%	-8%
NS(=O)(=O)c1ccc(NC(=O)c2ccc(S(=O)(=O)N3CCCCCC3)cc2)cc1	.	2%	?
CCCCC[C@H](O)/C=C/C1C(=O)C=C[C@H]1C/C=C\CCCC(=O)OC (stereo partly specified)	.	-20%	5.8µM*
SMILES	N370S GC mod	FEN1 inh	DT40 TDP1 CPT
CN1CCCC1CCNc1ccc2c(=O)c3ccccc3oc2c1 (stereo unspecified)	?	?	?
COc1ccc(C(=O)NCc2nnc(SCC(=O)N3CCc4ccccc43)n2Cc2ccccc2)cc1	4%	0%	?
COc1ccc(C(C(=O)NCC2CCCO2)N(C(=O)CNC(=O)c2cccs2)c2ccccc2)cc1OC (stereo unspecified)	-6%	-3%	-21%
N#Cc1cc(N2CCOCC2)nc2ccccc12	-8%	1%	-2%
COc1ccc(N2CCN(C(=O)CSCc3ccc(C)cc3)CC2)cc1	.	12%	21µM*
CCCCCc1c2c(cc(O)c1C(=O)O)OC(=O)c1cc(C(=O)CCCC)c(OC)cc1O2	20%	?	1%
CCCN(CC(=O)Nc1ccc(F)c(F)c1F)C(=O)c1cc([N+](=O)[O-])ccc1N1CCOCC1	-10%	1%	?
O=C(COC(=O)c1cc([N+](=O)[O-])ccc1N1CCOCC1)Nc1ncc(Cl)cc1Cl	5%	-14%	7%
O=[N+]([O-])c1cc(-c2csc(NCCc3nc4cc(C(F)(F)F)ccc4n3CCCO)n2)ccc1Cl	.	-2%	?
CS(=O)(=O)c1cccc(NC(=O)C2CCCN2S(=O)(=O)c2ccc(F)cc2)c1 (stereo unspecified)	-2%	-4%	-8%
CC(NC(=O)/C=C/c1ccc(Br)cc1)c1ccccc1 (stereo unspecified)	2%	0%	16µM*
COc1ccc(O)c(CN2CC3CCC(CC3)C2)c1	.	6%	23µM*
O=C(O)c1ccc(/C=C2\SC(=S)N(Nc3ccccc3)C2=O)cc1	7%	-5%	5%
O=C1CCCC(O)=C1C=Nc1ccc2c(c1)oc1ccccc12	6%	-1%	?
O=C(Oc1cc(-c2ccccc2)no1)c1ccc(Cl)cc1	3%	-2%	?
c1ccc(C2CCC(N3CCNCC3)CC2)cc1 (stereo unspecified)	6%	-3%	-14%
NCCCNC(=O)c1cc2ccccc2[nH]1	-16%	-12%	-2%
COc1ccc(-c2cc(C(F)(F)F)nc(SCC(=O)NC(C)c3ccccc3)n2)cc1 (stereo unspecified)	.	2%	?
CC(=O)c1c(N2CCN(Cc3ccc4c(c3)OCO4)CC2)nc(=S)n(-c2ccccc2)c1C	-15%	2%	?
C#CCOCCOCCOCCNc1nc(N2CCN(C(=O)[C@H](CCCCN)n3cc(CN)nn3)CC2)nc(N2CCN(C(=O)[C@H](CCCN=C(N)N)n3cc(C(N)[C@H](C)CC)nn3)CC2)n1 (stereo partly specified)	.	-9%	2%
CCCCCCc1c(C)c2c(cc(C)c3c(C)coc32)oc1=O	.	13%	?
O=C1CCCC2=C1C(c1cccs1)n1ncnc1N2 (stereo unspecified)	-1%	6%	-2%
O=C(NCc1ccco1)c1cc([N+](=O)[O-])ccc1N1CCCCC1	15%	-7%	16µM*
O=[N+]([O-])c1cccc(N=NN(CCO)c2cccc([N+](=O)[O-])c2)c1	4%	-26%	-21%
Cc1ccc(C)c(CN2CCCNC2=O)c1	21%	-3%	7%
SMILES	N370S GC mod	FEN1 inh	DT40 TDP1 CPT
COc1cnc(-c2ccccc2)nc1Oc1ccc(Cl)cc1C	1%	-10%	-4%
COCCCNC(=O)CN(c1cc(Cl)cc(Cl)c1)S(C)(=O)=O	-11%	5%	1%
O=C(CCN1C(=O)c2ccccc2S1(=O)=O)Nc1nc2c(s1)CCCC2	9%	0%	-20%
O=C1N(Cc2cccnc2)C[C@@H]2C[C@@H](c3ccccc3C(F)(F)F)N3CCC[C@@]123	2%	-4%	-22%
COc1ccc(NC(=O)CC2C(=O)N(c3cccc(OC)c3)C(=O)N2C2CCCCC2)cc1 (stereo unspecified)	9%	-16%	-15%
CC(C)Oc1ccc(CCC(=O)NNC(=O)CCC(=O)O)cc1	9%	21%	5%
Cc1ccc(OCC(=O)Nc2ccccc2C(=O)N2CCCC2)cc1	-12%	16%	?
CCOC(=O)N1CCC(NCCNC(=O)c2ccccc2Cl)CC1	12%	-2%	-3%
Cc1cccc(C(=O)Nc2ccc(N3CC=C(c4ccccc4C)CC3)c(C(=O)O)c2)c1	.	3%	?
COc1ccc(S(=O)(=O)N2CCCCC2)cc1NC(=O)C1CC(=O)N(Cc2ccco2)C1 (stereo unspecified)	.	-4%	0%
O=[N+]([O-])c1ccc2[nH]c(=S)sc2c1	.	-3%	23µM*
Cc1cc(C(=O)O)oc(=O)c1	0%	0%	0%
O=C(CCc1ccco1)CCc1ccco1	.	-16%	-14%
CN(c1cccc(NC(=O)c2cccc([N+](=O)[O-])c2)c1)S(C)(=O)=O	6%	18%	-16%
COCCn1c(C)cc(O)c(C(c2ccccc2)N2CCN(CCO)CC2)c1=O (stereo unspecified)	.	3%	-2%
CCOC(=O)Nc1cccc(C(=O)O)c1	6%	-3%	10%
COc1ccc(S(=O)(=O)N/N=C(/C)c2cccc(NC(=O)c3ccccc3Cl)c2)cc1	-3%	-4%	13%
Cc1cccc(N(C)C(=O)c2cc3c(=O)[nH]c4ccc(C)cc4c3s2)c1	1%	2%	2.1µM*
COC(=O)[C@@H](NC(=O)NC1CCN(Cc2ccccc2)CC1)C(C)C	2%	-3%	-5%
CCOC(=O)c1ccc(NC(=O)C2C3CCCCC32)cc1 (stereo unspecified)	1%	0%	-25%
O=C(Nc1cccnc1Cl)c1cc(-c2cccc(O)c2)on1	-5%	-7%	-2%
Clc1ccccc1Cn1c(/C=C/c2ccco2)nc2ccccc21	2%	-12%	?
Cc1cnc(NC(=O)/C=C/c2ccc(Br)o2)s1	0%	-8%	?
C=CCn1c(SCc2nnc(-c3ccccc3)o2)nnc1C(O)c1ccccc1 (stereo unspecified)	8%	-16%	-22%
O=c1c(Cc2c(F)cccc2Cl)c(O)ccn1CCc1c[nH]c2ccccc12	0%	-3%	-8%
SMILES	N370S GC mod	FEN1 inh	DT40 TDP1 CPT
COc1nc(OCCNC(C)=O)nc(N(C)C)n1	6%	6%	-12%
COc1ccc(-c2nnc3ccc(SCC(=O)NCc4ccco4)nn23)cc1OC	1%	-6%	-13%
O=C(O)c1ccc(N=Nc2c(-c3ccccc3)[nH]oc2=O)cc1	-5%	-4%	1%
Cc1ccc(-c2nc(C=Nc3ccc(O)cc3)c(O)o2)cc1	-22%	12%	7.3µM*
O=C(NCCCN1CCN(CCCNC(=O)c2ccc(F)cc2)CC1)c1ccc(F)cc1	-5%	-7%	?
COc1ccc2cc3cc(C(=O)N4CCN(c5cccc(Cl)c5)CC4)sc3nc2c1	.	18%	-2%
O=S(=O)(CS(=O)(=O)c1ccc(Cl)cc1)c1ccc(Cl)cc1	18%	5%	2%
CCOc1cccc2cc(C(=O)Nc3cc(C)on3)c(=O)oc12	7%	-11%	?
COc1ccccc1NC(=O)/C(C#N)=C/c1cccn1C	.	20%	-15%
CCCc1cc(-c2n[nH]c(=S)n2CC)c2ccccc2n1	-28%	-10%	?
CN(C)S(=O)(=O)Oc1ccsc1C(=O)Nc1cccc(Cl)c1Cl	23%	-17%	?
O=C(NNc1cc(N2CCCC2)nc(N2CCCC2)n1)c1ccc([N+](=O)[O-])cc1	-1%	-7%	1%
O=C(NCCC1=CCCCC1)c1ccc2c(c1)N(Cc1ccccc1)C(=O)c1ccccc1S2=O (stereo unspecified)	.	0%	?
COC(=O)NCc1c(C)nn(-c2ccccc2)c1-n1cccc1	.	-12%	-8%
CCCCN(C(=O)C1CCC(CNS(=O)(=O)c2cccc3nsnc23)CC1)c1ccccc1 (stereo unspecified)	.	-15%	?
C/C(=N\NC(=O)C1CC1)c1ccc(OC(F)F)cc1OC(F)F	1%	7%	-5%
Cc1ccc(CN2CCN(Cc3nc4c(s3)CCCC4)CC2CCO)cc1 (stereo unspecified)	-25%	-4%	-16%
C=CCNC(=O)COC(=O)c1ccc(C)c(NC(=O)c2ccco2)c1	-2%	-1%	1%
COc1cc(CNCCc2ccccc2)ccc1OCc1ccc(Cl)nc1	-5%	-2%	?
COc1cccc(CN(C)C(=O)CC2C(=O)NCCN2C2Cc3ccccc3C2)c1 (stereo unspecified)	0%	-1%	-28%
C[C@H](CO)N1C[C@H](C)[C@@H](CN(C)Cc2ccc3c(c2)OCO3)Oc2c(NC(=O)C3CC3)cccc2C1=O	.	-12%	?
Cc1ccc(NC(=O)c2ccc(S(=O)(=O)NCC3CCCO3)cc2)cc1 (stereo unspecified)	8%	8%	-15%
O=C(NCCc1ccccc1)c1cc(-c2ccc(Cl)cc2)on1	.	3%	-1%
O=C(NCc1ccco1)c1cc2sccc2n1Cc1ccccc1	-10%	-16%	-15%
Cc1ccc(CCNC(=O)C2CCCN(S(=O)(=O)c3cccs3)C2)cc1 (stereo unspecified)	1%	-4%	?

One compound at a time (already shown):
O=C(NCCCN1CCN(CCCNC(=O)c2ccc(F)cc2)CC1)c1ccc(F)cc1 as listed: N370S GC mod: -5%; FEN1 inh: -7%; DT40 TDP1 CPT: ?
CCN(CC(=O)NCc1ccc(F)cc1)C(=O)c1ccc(C(=O)c2ccccc2)cc1 as listed: N370S GC mod: -21%; FEN1 inh: 0%; DT40 TDP1 CPT: -8%

Quoted at random: 6 compounds from above.
SMILES	N370S GC mod	FEN1 inh	DT40 TDP1 CPT
Cc1cccc(C(=O)Nc2ccc(N3CC=C(c4ccccc4C)CC3)c(C(=O)O)c2)c1	.	3%	?
COC(=O)[C@H](Cc1ccccc1)NC(=O)[C@@H](N)CC(=O)OCc1ccccc1	.	-1%	-19%
Oc1ccc(Br)cc1C=Nc1cccn2cc(-c3ccccc3)nc12	4.5µM*	11%	-6%
NS(=O)(=O)c1ccc(NC(=O)c2ccc(S(=O)(=O)N3CCCCCC3)cc2)cc1	.	2%	?
COc1cccc(CN(C)C(=O)CC2C(=O)NCCN2C2Cc3ccccc3C2)c1 (stereo unspecified)	0%	-1%	-28%
COc1cc(CNCCc2ccccc2)ccc1OCc1ccc(Cl)nc1	-5%	-2%	?

Some of the compounds tested; the hit share may differ from the screen's.
